# AT treatment – potential ataxia-telangiectasia treatments restoring KAP-1 phosphorylation. Potency, µM (highest dose often 57.5 µM), for the others: top-dose activation, usual class: activators. 0.19% of 320,000 active. […] A-T fibroblasts, KAP-1 phosphorylation AlphaLISA; neocarzinostatin DNA damage 30 min before lysis; further: potency means the concentration at half of the fitted maximal effect; % of control where 0% means no effect; nearly all actives have a fitted effect of over 45% in size
#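 hTERT-immortalized A-T patient fibroblasts ([…]), 500 cells/well in OPTI-MEM, 1% FBS, got compounds for 60 min, then NCS for 30 min at 37C. Lysates were then assayed for phospho-KAP-1 by AlphaLISA (anti-pKAP1 donor, anti-KAP1 acceptor beads), 6 hr at 25C.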
# ELG1 repair inh – blocks ELG1-dependent DNA repair in HEK293T cells | AID 504467 | HEK293T ELG1-luciferase reporter, luminescence, 16 h; DNA damage induced by 5-fluorouridine | 2.3% of 330,000 active | Potency, µM (doses to about 46.1 µM), for the others: at the top dose activity change, negative = inhibition, actives largely listed as inhibitors; further: potency means the concentration at half of the fitted maximal effect; on the % scale 0 is the no-effect control and ±100 the full control effect; nearly all actives have a fitted effect of over 55% in size
#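 Reporter activity after DNA damage by 5-fluorouridine is monitored. Compound-treated cells incubate 16 hr at 37 °C, then ONE-Glo is added for 30 min before luminescence reading.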
# BCR signal inh – blocks chronic active B-cell receptor signaling; 0.05% of 340,000 active; AID 493014; ABC-DLBCL IkBa-CBG/CBR reporter, luminescence ratio, 4 h; Potency, µM (series often up to 46.1 µM), for inactives: top-dose ratio change, negative = lower green/red ratio, actives largely listed as inhibitors; active means well fitted inhibition curve with a large enough effect in the signal ratio, with a control signal flat, not every such curve was filed as active; inconclusive means small, poorly fitted or top-dose-only effect, or effect the other way, or a change in a side signal; the % refers to the signal ratio;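 further: potency means the concentration at half of the fitted maximal effect; plate controls were basal doxycycline-induced cells for no effect and cells given 10 µM MG132 for full effect; MG132 reads +100%, hits lower the ratio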
#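 Compounds up to 46 uM were incubated four hours with TMD8 cells whose green CBG68 luciferase is fused to IkappaBalpha; red CBR luminescence normalised the signal, and concentration-effect curves were fitted to fusion, red and ratio data.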
# TSG101-PTAP inh – blocks PTAP/TSG101 interaction to inhibit HIV-1 budding | AID 493005 | Q99816 | Potency, µM (top dose mostly 115 µM), inactives show at the highest dose activity change, negative = inhibition, hits mostly inhibitors | Fluorescence polarization, FITC-PTAP peptide / Tsg101 binding | 340,000 tested, under 10 active; active means well fitted inhibition curve with a large enough effect in the main read-out, with a control signal flat, not every such curve was filed as active; inconclusive means small, poorly fitted or top-dose-only effect, or effect the other way, or a change in a side signal; inactive means no such curve, though single readings can be large or run the other way; further: potency means the concentration at half of the fitted maximal effect; % of control where 0% means no effect
# Target sequence (Q99816 whole entry, looked up): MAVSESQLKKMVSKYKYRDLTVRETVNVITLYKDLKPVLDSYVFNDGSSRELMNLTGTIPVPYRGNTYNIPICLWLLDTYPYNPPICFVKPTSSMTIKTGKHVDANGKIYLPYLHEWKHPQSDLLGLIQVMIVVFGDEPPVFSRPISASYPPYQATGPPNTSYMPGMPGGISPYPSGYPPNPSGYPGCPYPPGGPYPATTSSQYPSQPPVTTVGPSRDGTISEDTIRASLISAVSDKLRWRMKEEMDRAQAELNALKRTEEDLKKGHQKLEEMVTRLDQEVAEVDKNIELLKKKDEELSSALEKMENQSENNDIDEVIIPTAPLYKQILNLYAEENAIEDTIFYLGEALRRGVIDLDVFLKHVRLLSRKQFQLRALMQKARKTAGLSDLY
#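 FP read-out: FITC-PTAP peptide, 50 nM final, binding Tsg101 binding domain, 10 uM final; 20 min, r.t.; 10 mM HEPES pH 7.5, 0.15 M NaCl, 0.01% Tween 20, 3 mM EDTA, 0.1 mM TCEP.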
# Integrin act MD – integrin-mediated muscular dystrophy alleviation activation | alpha7betagal myoblasts, beta-gal FDG fluorescence, 48 h | Potency, µM (highest dose often 38.3 µM), for inactives: at the top dose activation, hits mostly activators | 0.064% of 350,000 active | AID 624291;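 further: potency means the concentration at half of the fitted maximal effect; 100% = response of the positive control SU9516; nearly all actives have a fitted effect of over 60% in size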
#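 Alpha7betagal+/- myoblasts (passage 13) were plated 16-24 hr, then exposed to compounds (1:260 dilution of DMSO stock) for 48 hours at 37C. After MPER lysis, β-galactosidase reporter activity was read as FDG fluorescence (ex 480/em 540) after 30 minutes.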
# S-ASM inh – blocks human secretory acid sphingomyelinase; placental ASM, HMU-PC fluorogenic substrate, 60 min; Potency, µM (highest dose often 57.5 µM), for the others: at the highest dose activity change, negative = inhibition, most hits filed as inhibitors; 0.006% of 340,000 active; further: potency means the concentration at half of the fitted maximal effect
#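 Human placenta-derived ASM preincubated with compound 10 min at room temperature, then reacted with 9 uM (final) fluorogenic HMU-PC substrate for 60 min at 37 C. Stop solution raises pH to 10; fluorescence read at Ex 386/Em 447 nm.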
# Tb PFK inh – T. brucei PFK enzyme inhibition | AID 485367 | T. brucei PFK, ADP-Glo luminescence | O15648 | Potency, µM (series often up to 57.5 µM), for the others: at the top dose activity, negative = inhibition, most hits filed as inhibitors | 0.17% of 330,000 active;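 further: potency means the concentration at half of the fitted maximal effect; 0% = uninhibited 1x PFK enzyme wells and -100% = no-enzyme wells; nearly all actives have a fitted effect of over 60% in size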
#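 Luminescent ADP detection (ADP-Glo, two-step: ATP depletion then ADP-to-ATP conversion for luciferase) reported PFK activity after 45 min room-temperature reaction of 1.25 nM enzyme with 0.5 mM F6P and 0.1 mM ATP at pH 8.0.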
# Mito fusion yeast – inhibitors of mitochondrial division or activators of mitochondrial fusion; S. cerevisiae fusion-defective mutant growth rescue, CellTiterGlo 48 h; Potency, µM (top dose mostly 46.1 µM), inactives show top-dose growth rescue (activation), actives largely listed as activators; 0.23% of 320,000 active;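 further: potency means the concentration at half of the fitted maximal effect; % of control where 0% means no effect; nearly all actives have a fitted effect of over 45% in size; temperature-sensitive fusion mutants such as fzo1-1 at 37 °C on non-fermentable ethanol glycerol medium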
#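 Read-out: ATP-based luminescence (CellTiterGlo, 10 min ambient) reporting growth of fusion-defective ts yeast after 48 hours at 37C on glycerol/ethanol YPEG medium in the presence of compound.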
# Eya2 phos inh – blocks the phosphatase activity of human Eya2; recombinant Eya2, OMFP fluorescence dephosphorylation (OMFP is methylfluorescein phosphate); Potency, µM (highest dose often 76.9 µM), without a hit: at the top dose activity, negative = inhibition, hits mostly inhibitors; 0.006% of 330,000 active; AID 488837; further: potency means the concentration at half of the fitted maximal effect; on the % scale 0 is the no-effect control and ±100 the full control effect
# Target sequence (O00167 whole entry, looked up): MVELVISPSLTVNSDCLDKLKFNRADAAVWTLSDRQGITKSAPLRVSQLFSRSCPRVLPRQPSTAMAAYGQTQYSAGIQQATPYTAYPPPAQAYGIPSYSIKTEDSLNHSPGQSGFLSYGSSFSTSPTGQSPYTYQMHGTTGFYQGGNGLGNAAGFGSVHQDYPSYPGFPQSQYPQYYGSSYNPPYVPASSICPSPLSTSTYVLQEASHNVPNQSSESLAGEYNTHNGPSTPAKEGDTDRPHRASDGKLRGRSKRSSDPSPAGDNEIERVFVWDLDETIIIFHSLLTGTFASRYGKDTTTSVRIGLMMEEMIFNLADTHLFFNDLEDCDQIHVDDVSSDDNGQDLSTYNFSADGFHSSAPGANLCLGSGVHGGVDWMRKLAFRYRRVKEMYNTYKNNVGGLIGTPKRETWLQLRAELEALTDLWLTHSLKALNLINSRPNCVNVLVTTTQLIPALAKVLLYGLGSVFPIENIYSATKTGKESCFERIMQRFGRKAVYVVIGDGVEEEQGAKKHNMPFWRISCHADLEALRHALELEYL
#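 Eya2 protein (added as 0.2 uM solution) was preincubated with compound for 10 min at ambient temperature in 50 mM HEPES pH 7.5, 50 mM NaCl, 5 uM MgCl2, 0.05% BSA, 1 mM DTT. OMFP (added at 50 uM) then reacted 10 min; fluorescence read at 485/525 nm.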
# TCR activator – activators of T cell receptors; primary human leukocytes, anti-CD3, IL-2 HTRF, 48 h; Potency, µM (highest dose often 9.22 µM), inactives show at the highest dose activation of IL-2 secretion, hits mostly activators; 330,000 tested, under 10 active; AID 504894; further: % of control where 0% means no effect
#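 Compounds are tested in HTS on primary human leukocytes co-incubated with a-CD3 beads for 48 hr. IL-2 output is measured by time-resolved FRET.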
# TSHR antagonist – human thyrotropin receptor antagonism; 0.2% of 330,000 active; AID 504810; activity change, negative = inhibition, % at 11.5 µM; TSHR-expressing cells, TSH-stimulated cAMP HTRF, 2 h; hits give low values; P16473;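 active means activity change below a set negative limit, meaning inhibition stronger than a set level, cut at about -70% in these data; inconclusive means activity change between two set negative limits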; further: on the % scale 0 is the no-effect control and ±100 the full control effect
#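 Read-out is FRET at 665 nm (cryptate excitation 337 nm) from a cryptate-tagged anti-cAMP antibody, competed by cell cAMP against cAMP-d2. Compounds are tested on freshly harvested TSHR cells challenged with 4nM TSH (EC80) for 2 hours at 37 deg C.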
# Active calls of the source: *; ? = inconclusive; · = not tested or not shown; [ ] = dose if it differs, or a comment. Unless noted, the call rests on the fitted dose curve; in most records, active means well fitted curve in the direction sought with a large enough effect; inconclusive means small, poorly fitted or top-dose-only effect, or another doubt; inactive means no such curve, though single readings can be large; an effect the other way counts as inactive or inconclusive. This is a random part of the collection. About 3.2% of those tested had a hit in this group.
# A first look (two entries):
nr	canonical_smiles	AT treatment	ELG1 repair inh	BCR signal inh	TSG101-PTAP inh	Integrin act MD	S-ASM inh
1	O=C(NCCC1CC1(Cl)Cl)Nc1ccccc1 (stereo not drawn)	5%	?	4%	0%	-26%	-2%
2	Cc1ccc2nc(Cl)c3cc(C(=O)NCCCN4CCCC4)sc3c2c1	-5%	?	?	-3%	-64%[inhibitor]	-11%

nr	Tb PFK inh	Mito fusion yeast	Eya2 phos inh	TCR activator	TSHR antagonist
1	-1%	-5%	-2%	-4%	5
2	6%	-3%	-6%	15%	8

# The listing, from the first entry:
nr	canonical_smiles	AT treatment	ELG1 repair inh	BCR signal inh	TSG101-PTAP inh	Integrin act MD	S-ASM inh
1	O=C(NCCC1CC1(Cl)Cl)Nc1ccccc1 (stereo not drawn)	5%	?	4%	0%	-26%	-2%
2	Cc1ccc2nc(Cl)c3cc(C(=O)NCCCN4CCCC4)sc3c2c1	-5%	?	?	-3%	-64%[inhibitor]	-11%
3	O=C(CN1C(=O)NC2(CCCCC2)C1=O)Nc1ccc2c(c1)CCC2	3%	37%	-26%	-4%	9%	0%
4	COc1ccc(OCC(=O)NC2CCCCCCC2)cc1	-1%	10%	-16%	-2%	-19%	-1%
5	O=C(NCCc1ccco1)C(=O)NCC1OCCCN1S(=O)(=O)c1ccccc1 (stereo not drawn)	15%	4%	?	-3%	-2%	2%
6	O=S(=O)(NCC(c1ccco1)N1CCc2ccccc2C1)c1ccc(F)cc1 (stereo not drawn)	6%	5%	?	-7%	18%	-2%
7	Cc1nc(CCNS(=O)(=O)c2cccs2)cs1	-14%	8%	1%	-2%	3%	3%
8	Cc1ccc(Nc2cc(-c3ccccc3)nc3ncnn23)cc1	-11%	0%	4%	-2%	-29%	-4%
9	CCOC(=O)CSc1nc2ccccc2c(=O)n1Cc1ccco1	16%	2%	11%	-4%	?	-3%
10	CCN(CC)S(=O)(=O)c1ccc(NC(=O)CN(c2cccc(F)c2)S(C)(=O)=O)cc1	-3%	2%	-2%	-5%	12%	5%
11	O=C(CCn1c(=S)[nH]c2cc3c(cc2c1=O)OCO3)N1CCc2ccccc2C1	-4%	-16%	10%	·	·	·
12	CC1=Nc2ccc(C)cc2/C1=C/c1c(N)n2nc(CC(=O)N3CCOCC3)sc2nc1=O	-21%	3%	1%	0%	39%	1%
13	COc1ccc(N2C(=O)CC(Nc3ccc(C(=O)O)cc3)C2=O)cc1OC (stereo not drawn)	8%	1%	-7%	2%	?	2%
14	Cc1nnsc1-c1c(C(=O)Oc2ccccc2)c(C)nn1-c1ccccc1	4%	5%	?	-1%	-20%	2%
15	CSc1nc2cc(S(=O)(=O)N3CCCCC3)ccc2s1	-4%	-28%	-11%	-4%	-7%	-1%

nr	Tb PFK inh	Mito fusion yeast	Eya2 phos inh	TCR activator	TSHR antagonist
1	-1%	-5%	-2%	-4%	5
2	6%	-3%	-6%	15%	8
3	-3%	-2%	-11%	-1%	-4
4	3%	0%	-6%	-2%	15
5	0%	2%	12%	1%	-25
6	0%	10%	6%	4%	-4
7	0%	-5%	0%	-1%	15
8	2%	2%	-11%	4%	-8
9	-4%	14%	-2%	·	6
10	0%	-4%	-6%	·	0
11	-3%	0%	5%	·	-10
12	1%	0%	2%	3%	16
13	10%	0%	0%	-5%	14
14	-5%	13%	-4%	-2%	-14
15	1%	0%	?	-4%	-7

# Next section
nr	canonical_smiles	AT treatment	ELG1 repair inh	BCR signal inh	TSG101-PTAP inh	Integrin act MD	S-ASM inh
16	Cc1cc(NC(=O)CSc2nc3c(c(=O)n2-c2ccccc2)SC(C)C3)no1 (stereo not drawn)	4%	12%	-8%	-3%	8%	5%
17	O=C1COc2ccc(-c3csc(NCC4CCCO4)n3)cc2N1 (stereo not drawn)	4%	?	-1%	-1%	-13%	-1%
18	O=C(CCCNS(=O)(=O)c1cccc2nsnc12)NCCN1CCN(c2ccccc2F)CC1	-2%	?	-29%	-1%	13%	-4%
19	Cc1ccccc1CNC(=O)C(=O)NCC1OCCCN1S(=O)(=O)c1cccs1 (stereo not drawn)	13%	?	-8%	-9%	-16%	-3%
20	CN(Cc1ccccc1)Cc1nc2scc(-c3ccccc3)c2c(=O)[nH]1	11%	?	?	-2%	3%	-2%
21	Cc1ccc(-n2nc3c([n+]2[O-])CCc2c-3no[n+]2[O-])cc1	-18%	?	2%	-5%	-71%[inhibitor]	-1%
22	O=C(O)c1ccccc1C(=O)NC1Cc2ccccc2C1	2%	2%	?	1%	-8%	2%
23	COc1ccc(C(=O)NCC(=O)OCCOc2ccc(Cl)cc2)cc1OC	-3%	-10%	?	-4%	22%	-1%
24	COc1cc(NC(=O)CSc2nc3ccccc3c(=O)n2C)ccc1NC(=O)c1ccco1	-2%	?	?	-3%	-30%[7.66 µM]	1%
25	CCc1nc(SCC(=O)NCc2ccco2)c2c(=O)n(C)c(=O)n(C)c2n1	2%	3%	11%	-2%	6%	-1%
26	Cc1cc(=O)c2ccccc2n1Cc1ccccc1	3%	?	2%	-5%	-32%	5%
27	O=S(=O)(Nc1cccc2cccnc12)c1ccccc1	?	-20%	?	1%	-73%[inhibitor]	-2%
28	Cc1ccc([N+](=O)[O-])c2c1C(N1CCCCC1)C(C)(C)O2 (stereo not drawn)	8%	8%	12%	-4%	27%	2%
29	COc1cnc(SCc2ccc(Cl)cc2Cl)nc1Cl	·	-15%	8%	-7%	7%[7.66 µM]	-10%
30	NC(=O)CCSC(=S)N1CCOCC1	3%	-6%	0%	0%	7%	6%

nr	Tb PFK inh	Mito fusion yeast	Eya2 phos inh	TCR activator	TSHR antagonist
16	-2%	-3%	-2%	8%[46.1 µM]	16
17	-4%	2%	5%[15.4 µM]	-4%	-10
18	-5%	1%	2%	1%	7
19	-2%	-1%	0%	1%	4
20	3%	?	8%	-8%	-3
21	-2%	-2%	-5%	-2%	-11
22	-1%	1%	11%	4%	1
23	-2%	·	5%	8%[46.1 µM]	-11
24	0%	-6%	-16%	10%	-11
25	-12%	-4%	-17%	-2%	-11
26	1%	2%	6%	2%	-16
27	22%	-5%	-2%	1%	2
28	-1%	7%	-10%	0%	-13
29	7%	22%	-3%	6%	-43
30	-3%	-4%	-7%	-7%	5

# (more compounds)
nr	canonical_smiles	AT treatment	ELG1 repair inh	BCR signal inh	TSG101-PTAP inh	Integrin act MD	S-ASM inh
31	O=C1C2C3C=CC(c4ccccc4)(C2C(=O)N1c1cccc(Cl)c1)C1C(=O)N(c2cccc(Cl)c2)C(=O)C31 (stereo not drawn)	0%	1%	14%	-5%	2%	-12%
32	Cc1ccc(/C=N/NC(=O)CN2C(=O)CSc3ccccc32)o1	24%	7%	?	-2%	15%	4%
33	CCOc1cc(/C=C2\SC(N3CCCCC3)=NC2=O)ccc1O	-11%	17%	?	-1%	-7%	-1%
34	CCn1nc(C)c(Br)c1-c1nc(CS(=O)(=O)c2ccsc2)no1	4%	17%	?	-6%	22%	-4%
35	O=C(NNC(=O)c1cc2ccccc2cc1O)Nc1ccc(Br)cc1	0%	-7%	14%	0%	?	189%[activator]
36	N/C(=N\OS(=O)(=O)c1ccc(Cl)cc1)c1ccncc1	2%	0%	7%	-4%	6%	2%
37	CSc1nsc(/C=C/Nc2ccc(C)cc2)c1C#N	·	·	·	6%	-3%	70%[activator]

nr	Tb PFK inh	Mito fusion yeast	Eya2 phos inh	TCR activator	TSHR antagonist
31	3%	-1%	-11%	-2%[46.1 µM]	2
32	-8%	0%	-6%	-1%	0
33	-3%	6%	-15%	-2%	-6
34	1%	-5%	?	-3%	-3
35	3%	2%	9%	-8%	-10
36	-3%	1%	-12%	-2%	-1
37	·	11%	·	-4%	·

# Source: PubChem BioAssay
